Diaphorase inh: counter-screen for diaphorase-based assays: diaphorase inhibitors and chemical oxidizers; diaphorase resazurin-to-resorufin fluorescence, NADH, 16 min; bacterial (C. kluyveri) enzyme, not human; 190,000 compounds, 0.69% hits; AID 1217; inhibition, % at 20 µM;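 active = primary screen inhibition at 20 µM above a set limit, cut at about 50% in these data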;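 also: plate controls were DMSO with full reaction for no effect and wells lacking NADH for full effect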
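Test system: bacterial diaphorase enzyme (C. kluyveri); Quantity: 0.14 U/mL diaphorase, enzyme working solution; Times: reaction incubation of 16 min at room temperature; Measured by: fluorescence of resorufin formed from resazurin, Ex 544/Em 590 nm; Benchmarks: positive control minus NADH, DMSO neutral control.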
G6PDH counter: inhibits Leuconostoc G6PDH, flagging false hits in G6PDH-based assays; Purified L. mesenteroides G6PDH, diaphorase/resazurin coupled fluorescence, 45 min; inhibition, % at 5 µM; 200,000 compounds, 0.12% hits; AID 1020; in the data active = inhibition above about 50%
Diaphorase act: diaphorase activation or chemical reduction counter-screen; 190,000 compounds, 0.005% hits; AID 1229; Diaphorase/resazurin coupled assay, resorufin fluorescence, 16 min; active compounds read high; 1 = vehicle wells, 0 = NADH-free wells; activation factor at 20 µM;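 active = diaphorase activity raised at least twofold by the compound at 20 µM; inactive = activation factor below 2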
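Measured by – red resorufin fluorescence at 544/590 nm excitation/emission · Test system – Clostridium kluyveri diaphorase, purified enzyme · Incubation – reaction time 16 min, room temperature · Buffer or medium – 50 mM HEPES pH 7.4 with 4.542 mM MgCl2, 0.005% Tween 20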
PPARg SRC-1 ag: promotes SRC-1 coactivator recruitment by human PPARgamma. PPARgamma-SRC-1 coactivator recruitment biochemical assay. activation, % at 8 µM. 200,000 compounds, 0.41% hits. AID 631; in the data active = activation above about 19%;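 also: 0% = DMSO and 100% = reference agonist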
Target sequence (P37231 whole entry, looked up): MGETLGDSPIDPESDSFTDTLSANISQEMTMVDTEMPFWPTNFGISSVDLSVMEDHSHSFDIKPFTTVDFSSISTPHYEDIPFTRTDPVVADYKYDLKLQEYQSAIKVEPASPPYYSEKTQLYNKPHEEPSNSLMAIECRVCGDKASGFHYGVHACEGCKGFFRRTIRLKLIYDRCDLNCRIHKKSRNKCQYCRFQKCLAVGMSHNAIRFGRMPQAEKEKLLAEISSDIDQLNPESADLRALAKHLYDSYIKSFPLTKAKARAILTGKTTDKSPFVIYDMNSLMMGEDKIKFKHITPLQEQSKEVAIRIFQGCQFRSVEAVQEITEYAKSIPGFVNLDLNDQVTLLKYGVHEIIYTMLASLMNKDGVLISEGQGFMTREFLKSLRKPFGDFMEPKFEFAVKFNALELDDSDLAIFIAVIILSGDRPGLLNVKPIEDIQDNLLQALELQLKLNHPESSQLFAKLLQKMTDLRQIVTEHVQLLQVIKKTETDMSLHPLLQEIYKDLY
PPARg SRC-2 ag: promotes SRC-2 coactivator recruitment by human PPARgamma; AID 1032; P37231; activation, % at 8 µM; 200,000 compounds, 0.34% hits; PPARgamma LBD-SRC-2 recruitment, biochemical; in the data active = activation above about 22%;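 also: 0% = vehicle and 100% = reference agonist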
PPARg SRC3 recr: agonists of human PPARgamma SRC-3 coactivator recruitment; biochemical PPARgamma/SRC-3 coactivator recruitment assay; activation, % at 8 µM; 200,000 compounds, 0.26% hits; AID 731; in the data active = activation above about 23%;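 also: 0% = DMSO and 100% = reference agonist; some compounds past the cut are filed as inactive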
SRC2 TRFRET art: counter-screen for PPARgamma SRC-2 recruitment agonists: TR-FRET artefact; 200,000 compounds, 0.4% hits; TR-FRET ratio at 8 µM; active compounds read high; AID 1049; in the data active = TR-FRET ratio above about 2000; also: inactives centre near 1500
PMI act: phosphomannose isomerase (human) activation; purified human PMI, coupled resazurin fluorescence, 20 min; active compounds read high; 1 = vehicle control, 0 substrate-free wells; activation factor at 20 µM; 190,000 compounds, 0.005% hits; AID 1214;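 active = activation factor of 2 or more at 20 µM, relative to plate controls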
Target sequence (P34949 whole entry, looked up): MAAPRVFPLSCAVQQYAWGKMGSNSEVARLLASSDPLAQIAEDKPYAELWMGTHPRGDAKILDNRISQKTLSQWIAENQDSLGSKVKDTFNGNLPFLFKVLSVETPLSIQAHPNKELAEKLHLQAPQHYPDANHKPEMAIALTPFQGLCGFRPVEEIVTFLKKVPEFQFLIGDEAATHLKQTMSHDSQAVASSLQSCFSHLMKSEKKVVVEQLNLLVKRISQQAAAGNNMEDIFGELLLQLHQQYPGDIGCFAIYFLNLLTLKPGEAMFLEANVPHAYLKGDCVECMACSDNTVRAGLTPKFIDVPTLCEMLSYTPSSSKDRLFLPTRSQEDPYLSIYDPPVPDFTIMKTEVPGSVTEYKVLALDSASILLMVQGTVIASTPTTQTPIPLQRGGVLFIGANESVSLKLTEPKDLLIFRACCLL
S1P3 antagonist: S1P3 (human) receptor antagonism. inhibition, % at 4.98 µM. Q99500. AID 485. 170,000 compounds, 0.27% hits. CHO S1P3 NFAT-BLA reporter, FRET fluorescence, antagonist mode;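 active = inhibition above the plate cutoff, the mean inhibition of test wells on that plate plus 3 SD, cut at about 28% in these data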;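 also: cells challenged with S1P at its EC80 of 0.8 µM; blue over green emission ratio from cleaved BLA substrate after 4 h stimulation; 0% = S1P-stimulated wells and 100% = unstimulated DMSO-only wells; some compounds past the cut are filed as inactive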
ROMK primary: modulators of human ROMK potassium channel. Tet-inducible ROMK, thallium flux fluorescence; actives lie on both sides. AID 1918. 130,000 compounds, 2% hits. B-score at 10 µM;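 active = signal ratio slope over the read window, or its plate-corrected B-score, at least 3 SD from the plate mean, either direction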;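 also: B-score of the F/F0 ratio slope over 7 to 12 s after thallium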
PMI act hi M6P: PMI (human) activation, high substrate; P34949; coupled PMI enzyme assay, resazurin fluorescence, 20 min; active compounds read high; 1 = untreated enzyme, 0 = substrate-free blank; activation factor at 20 µM; 190,000 compounds, 0.34% hits; AID 1216;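 active = activation factor of 2 or more at 20 µM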
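Test system: human phosphomannose isomerase with PGI, G6PDH, diaphorase coupling enzymes; Amount: PMI at 15 ng/mL final; Reagent: Mannose-6-phosphate 1.0 mM (near-saturating) plus 0.22 mM NADP+; Timing: 20 min, room temperature; Technique: resorufin fluorescence at Ex 544/Em 590 nm; Dosing: 20 µM single dose.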
* marks the source's active call; other numbers are inactive results; · = no result given.

Sample of the layout (9 entries):
SMILES | Diaphorase inh | G6PDH counter | Diaphorase act | PPARg SRC-1 ag | PPARg SRC-2 ag | PPARg SRC3 recr | SRC2 TRFRET art | PMI act | S1P3 antagonist | ROMK primary | PMI act hi M6P
CCOCCCNS(=O)(=O)c1ccc(OC)c(Cl)c1Cl | -8 | 4 | 1.1 | 9 | 4 | 5 | 1535 | 1.1 | · | -0.21 | 1.1
C/C(=N\NC(=O)c1ccc(-c2ccccc2)cc1)c1cccc(N)c1 | 3 | 6 | 1 | -3 | -5 | -3 | 1340 | 1.1 | -15 | -0.71 | 1
Cc1c(Cc2ccccc2)sc(NC(=O)c2ccco2)c1C(N)=O | 22 | 1 | 0.8 | 0 | -1 | -1 | 1407 | 0.9 | · | · | 0.9
O=C(Cc1ccc(F)cc1)Nc1ccc(S(=O)(=O)N2CCCCC2)cc1 | 40 | 14 | 0.6 | 6 | 2 | 3 | 1707 | 0.9 | -1 | -1.6 | 0.9
CS(=O)(=O)N(CC(=O)N1CCN(c2ccccc2F)CC1)c1cccc(C(F)(F)F)c1 | 12 | 10 | 0.9 | 1 | 11 | 5 | 1444 | 1 | 10 | -0.73 | 1
CC(C)(C)NC(=O)NC(=O)COC(=O)c1c(F)cccc1Cl | 9 | 1 | 0.9 | 6 | -6 | 1 | 1456 | 1 | -1 | 0.23 | 1
O=Cc1cccn1-c1cccnc1 | 7 | 15 | 0.9 | 3 | -9 | -1 | 1605 | 1 | -1 | 1 | 0.9
CCOc1cc(S(=O)(=O)NCc2ccco2)c(OCC)cc1-n1cnnn1 | -4 | 4 | 1 | 2 | 3 | 4 | 1411 | 1.2 | 4 | 0.6 | 1.1
O=C(CN1CCN(c2nc(-c3ccccc3)cs2)CC1)Nc1ccc2c(c1)OCO2 | 6 | 8 | 0.9 | 5 | 5 | 7 | 1578 | 0.9 | -10 | · | 1

Results, from the first entry:
SMILES | Diaphorase inh | G6PDH counter | Diaphorase act | PPARg SRC-1 ag | PPARg SRC-2 ag | PPARg SRC3 recr | SRC2 TRFRET art | PMI act | S1P3 antagonist | ROMK primary | PMI act hi M6P
CCOCCCNS(=O)(=O)c1ccc(OC)c(Cl)c1Cl | -8 | 4 | 1.1 | 9 | 4 | 5 | 1535 | 1.1 | · | -0.21 | 1.1
C/C(=N\NC(=O)c1ccc(-c2ccccc2)cc1)c1cccc(N)c1 | 3 | 6 | 1 | -3 | -5 | -3 | 1340 | 1.1 | -15 | -0.71 | 1
Cc1c(Cc2ccccc2)sc(NC(=O)c2ccco2)c1C(N)=O | 22 | 1 | 0.8 | 0 | -1 | -1 | 1407 | 0.9 | · | · | 0.9
O=C(Cc1ccc(F)cc1)Nc1ccc(S(=O)(=O)N2CCCCC2)cc1 | 40 | 14 | 0.6 | 6 | 2 | 3 | 1707 | 0.9 | -1 | -1.6 | 0.9
CS(=O)(=O)N(CC(=O)N1CCN(c2ccccc2F)CC1)c1cccc(C(F)(F)F)c1 | 12 | 10 | 0.9 | 1 | 11 | 5 | 1444 | 1 | 10 | -0.73 | 1
CC(C)(C)NC(=O)NC(=O)COC(=O)c1c(F)cccc1Cl | 9 | 1 | 0.9 | 6 | -6 | 1 | 1456 | 1 | -1 | 0.23 | 1
O=Cc1cccn1-c1cccnc1 | 7 | 15 | 0.9 | 3 | -9 | -1 | 1605 | 1 | -1 | 1 | 0.9
CCOc1cc(S(=O)(=O)NCc2ccco2)c(OCC)cc1-n1cnnn1 | -4 | 4 | 1 | 2 | 3 | 4 | 1411 | 1.2 | 4 | 0.6 | 1.1
O=C(CN1CCN(c2nc(-c3ccccc3)cs2)CC1)Nc1ccc2c(c1)OCO2 | 6 | 8 | 0.9 | 5 | 5 | 7 | 1578 | 0.9 | -10 | · | 1
CN1CCN(C(=O)c2cccc(S(=O)(=O)N3CCCCC3)c2)CC1 | 13 | -3 | 0.9 | 2 | -2 | -2 | 1414 | 1 | -15 | · | 1
CCOC(=O)C1CCCN(Cc2cccc(Cl)c2)C1 (centres undefined) | 9 | 1 | 0.9 | 0 | -2 | 4 | 1546 | 1.2 | -4 | · | 1.2
Cc1cccc(NC(=S)N=Nc2c(O)n(CN3CCOCC3)c3ccccc23)c1C | 4 | 6 | 1 | -3 | 2 | -4 | 1466 | 1 | -11 | · | 1
O=C(CC(c1ccccc1)c1cc(Br)ccc1O)NCc1ccco1 (centres undefined) | 20 | -5 | 0.8 | 6 | 7 | 11 | 1469 | 0.8 | 3 | -0.47 | 0.9
O=C1OCC2=C1C(c1ccc(F)cc1)Sc1ccccc1N2 (centres undefined) | -4 | -1 | 1 | 11 | 0 | 2 | 1618 | 1 | · | -2.2 | 1
COc1ccccc1C(=O)NCc1ccc2c(c1)OCO2 | 6 | 10 | 0.9 | -1 | -1 | -6 | 1644 | 1.1 | -21 | · | 1
CCOC(=O)C1=C(C)N(CCCC(=O)O)C(=O)NC1c1ccccc1OS(=O)(=O)c1ccc(C)cc1 (centres undefined) | 10 | -8 | 0.9 | -4 | 9 | -4 | 1410 | 1 | 0 | -0.39 | 1
Cc1ccccc1NC(=O)c1ccccc1NC(=O)CCC(=O)O | 14 | 4 | 0.9 | -2 | -7 | -4 | 1461 | 1 | 5 | -0.084 | 1
COc1ccc(-n2c(=S)[nH]c3c(sc(=S)n3-c3ccccc3)c2=O)c(OC)c1 | 36 | 6 | 0.6 | 4 | 6 | 5 | 1700 | 0.4 | -2 | 1.1 | 0.5
CC(C)(C)C(=O)NC(=S)NNC(=O)c1ccc(Cl)cc1Cl | 28 | 0 | 0.7 | 3 | 5 | 9 | 1544 | 1 | 2 | -0.53 | 1
CCC1C/C(=C/c2cccs2)C(=O)/C(=C/c2cccs2)C1 (centres undefined) | 12 | -16 | 0.9 | -3 | 3 | -2 | 1559 | 0.9 | -13 | 0.15 | 0.9
CCCCCCC(C)n1cc(C(C)=O)c(=O)n(C)c1=O (centres undefined) | 2 | 7 | 1 | -4 | 3 | -4 | 1398 | 1 | -2 | -0.16 | 1.1
Cc1cc(C(=O)NNC(=S)NCc2ccccc2)cs1 | 10 | 2 | 0.9 | 5 | 2 | 7 | 1679 | 1 | -1 | -1.1 | 1
COc1ccc(C(=O)Nn2c(C3CCC3)nc3ccccc3c2=O)c(OC)c1 | 10 | 8 | 0.9 | 0 | 5 | -3 | 1433 | 0.9 | -19 | · | 0.9
O=C(COc1ccc(Cl)cc1Cl)NC1CCSC1=O (centres undefined) | 4 | 2 | 1 | 10 | 3 | 6 | 1491 | 0.9 | -14 | · | 1
CCC(=O)Nc1cccc(-c2nnc(SCC(=O)c3ccccc3)n2C)c1 | 7 | 14 | 0.9 | -4 | 8 | 10 | 1489 | 1.1 | -23 | -0.96 | 1
NC(=O)COC(=O)c1cccc(NS(=O)(=O)/C=C/c2ccccc2)c1 | 3 | -10 | 1 | 4 | -6 | -6 | 1474 | 1 | -9 | · | 1
CCOc1ccc(NC(=O)C2CCN(S(=O)(=O)c3cccnc3)CC2)cc1 | 8 | 1 | 0.9 | 3 | 6 | 8 | 1453 | 1 | · | 0.7 | 1
O=C(CCCc1ccccc1)N1CCc2ccccc21 | 11 | 4 | 0.9 | 4 | 7 | -6 | 1540 | 0.9 | · | -0.17 | 0.9
NC(=O)C[C@@H]1NC(=O)[C@H](CCC(=O)O)NC(=O)c2cc([N+](=O)[O-])cc(I)c2OCC[C@@H](C(N)=O)NC1=O | 28 | 11 | 0.7 | 6 | 13 | 3 | 1457 | 1.1 | -18 | 0.044 | 1.1
COc1ccc(CCNc2c(N)n(Cc3ccccc3)c(=O)[nH]c2=O)cc1OC | 16 | 1 | 0.8 | 2 | -4 | -15 | 1367 | 0.8 | 1 | 0.66 | 0.9
CCCc1nc(SCC(=O)NCc2ccco2)c2c(=O)n(C)c(=O)n(C)c2n1 | 15 | -30 | 0.8 | -2 | 7 | 16 | 1685 | 0.9 | -8 | · | 1
CN(C)S(=O)(=O)N(CC(=O)N1CCN(c2ccccc2)CC1)c1ccccc1 | -3 | 6 | 1 | -4 | 0 | 6 | 1583 | 1 | -3 | -0.08 | 1.1
CCCc1nnc(SCc2ccc(C(=O)OC)o2)n1N | -18 | 12 | 1.2 | -3 | -8 | 6 | 1441 | 1 | -27 | 0.74 | 1.1
CCc1nnc(NC(=O)NC(C)(C)C)s1 | 17 | 19 | 0.8 | -2 | 6 | -7 | 1497 | 0.9 | · | 0.51 | 0.9
O=c1c2ccccc2sn1-c1ccc(S(=O)(=O)N2CCCC2)cc1 | -10 | 5 | 1.1 | 5 | 5 | 3 | 1619 | 0.6 | -6 | -0.14 | 0.9
COc1ccc(-c2nnc3n2N=C(C)CS3)cc1OC | 8 | 18 | 0.9 | -1 | 9 | 2 | 1688 | 1.1 | -1 | · | 1
Cc1ccc(C(=O)CCC(=O)N2CCN(C(=O)c3ccco3)CC2)cc1 | -15 | 8 | 1.1 | 0 | 2 | -2 | 1597 | 1.1 | -13 | -0.0055 | 1.1
O=C(CN1C(=O)CCSc2ccccc21)Nc1cccc(F)c1 | 12 | 10 | 0.9 | 12 | 8 | 2 | 1584 | 1 | 19 | · | 1
N#Cc1ccc(NC(=O)c2nc(-c3ccccc3)n(-c3ccccc3)n2)cc1 | 12 | -5 | 0.9 | -5 | 8 | -6 | 1531 | 0.9 | · | 1.6 | 1
COc1ccc(CCNC(=O)CN2CCC(n3nnc4cc(F)ccc43)CC2)cc1OC | 6 | 3 | 0.9 | 6 | 1 | -2 | 1611 | 1.1 | -3 | · | 1.1

Assay outcomes from PubChem BioAssay.
